Screening results from PubChem.
Diaph act CS: compounds boosting diaphorase resazurin reduction – biochemical, uHTS, resorufin fluorescence, counter-screen for diaphorase-coupled primary assays, primary screen; Diaphorase/resazurin coupled assay, 16 min; active compounds read high; 1 = vehicle wells, 0 = NADH-free wells; activation factor at 20 µM; hit rate 0.005% among 190,000; AID 1229, 2008;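 active = diaphorase activity raised at least twofold by the compound at 20 µM; inactive = activation factor below 2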
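Assay system: Purified diaphorase enzyme from Clostridium kluyveri | Amount: Enzyme 0.07 U/mL final | Dosing: Compound 20 µM once, DMSO 1% | Timing: 16 min reaction at room temperature | Detection: Fluorescence, excitation 544 nm and emission 590 nm | Evaluation: Higher resorufin formation from activation or reduction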
Diaph inh CS: diaphorase inhibitors and chemical oxidizers, primary screen, counter-screen for diaphorase-coupled primary assays, biochemical, uHTS, resorufin fluorescence; diaphorase resazurin-to-resorufin fluorescence, NADH, 16 min; bacterial (C. kluyveri) enzyme, not human; inhibition, % at 20 µM; hit rate 0.69% among 190,000;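 active = primary screen inhibition at 20 µM above a set limit, cut at about 50% in these data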;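 also: plate controls were DMSO with full reaction for no effect and wells lacking NADH for full effect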
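Test system: diaphorase enzyme from Clostridium kluyveri; amount: diaphorase at 0.14 U/mL in enzyme working solution; detection: fluorescence of resorufin formed from resazurin, Ex 544/Em 590 nm; times: reaction incubation of 16 min at room temperature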
APP transl inh: inhibitors of APP translation via 5'UTR reporter, primary screen, APP 5'UTR luciferase, SH-SY5Y cells | AID 1285, 2008 | hit rate 0.82% among 190,000 | inhibition, % at 2 µM | SH-SY5Y APP 5'UTR-luciferase reporter, luminescence;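 active = inhibition above a set limit, derived from the sample mean plus 3 SD, cut at about 45% in these data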; also: values of inactives mirror those of a sister screen read the other way
FLuc inh counter: firefly luciferase enzyme inhibitors, primary screen, artefact control for luciferase-based inhibitor screens, biochemical, luminescence, ATPLite | Luciferin 4-monooxygenase (Photinus pyralis), P08659 | 10 min | inhibition, % at 10 µM | hit rate 1.5% among 200,000 | AID 1006, 2008;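 active = inhibition above about 50% when tested at 10 µM, limit read from the data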
Target sequence (P08659 whole entry, looked up): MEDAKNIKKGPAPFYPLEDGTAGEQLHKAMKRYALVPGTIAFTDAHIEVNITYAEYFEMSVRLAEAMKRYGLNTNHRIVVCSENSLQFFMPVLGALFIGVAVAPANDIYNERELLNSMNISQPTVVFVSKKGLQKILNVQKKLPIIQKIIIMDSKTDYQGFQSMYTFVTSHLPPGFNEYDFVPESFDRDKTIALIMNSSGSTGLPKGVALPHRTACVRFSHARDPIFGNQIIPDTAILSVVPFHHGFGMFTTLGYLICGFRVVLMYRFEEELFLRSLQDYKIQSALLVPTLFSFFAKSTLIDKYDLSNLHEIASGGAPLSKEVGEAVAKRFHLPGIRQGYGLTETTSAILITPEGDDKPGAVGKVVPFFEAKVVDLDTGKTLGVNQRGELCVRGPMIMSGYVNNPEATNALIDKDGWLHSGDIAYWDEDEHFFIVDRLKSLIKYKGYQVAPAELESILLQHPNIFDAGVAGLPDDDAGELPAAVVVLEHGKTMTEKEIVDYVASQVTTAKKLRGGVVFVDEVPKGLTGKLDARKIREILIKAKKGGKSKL
NF-kB expr up: activators of NF-kB expression in neurons, primary screen, cell-based, HTS; human neuronal cells, NF-kB reporter expression; active compounds read high; fold change at 12.5 µM; hit rate 1.6% among 190,000; AID 1239, 2008; in the data active = fold change above about 3.3
G6PDH counter: L. mesenteroides G6PDH inhibitors, counter-screen for G6PDH-coupled screening assays, biochemical, Leuconostoc mesenteroides enzyme; inhibition, % at 5 µM; Purified L. mesenteroides G6PDH, diaphorase/resazurin coupled fluorescence, 45 min; hit rate 0.12% among 200,000; glucose-6-phosphate dehydrogenase [Leuconostoc mesenteroides]; in the data active = inhibition above about 50%
APP 5'UTR act: activators of APP 5'UTR luciferase reporter, primary screen, SH-SY5Y cells | activation, % at 2 µM | AID 1276, 2008 | SH-SY5Y APP 5'UTR luciferase reporter, luminescence; zero percent = DMSO vehicle wells | hit rate 1% among 190,000;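 active = activation above a set limit, based on mean plus 3 SD of controls, cut at about 140% in these data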; also: values of inactives mirror those of a sister screen read the other way
TLR4 MyD88 comp: inhibitors of TLR4-MyD88 association in cells, primary screen, cell-based, HeLa CL3-4, BLA complementation, FRET ratio. HeLa CL3-4 TLR4/MyD88 BLA complementation. inhibition, % at 8.4 µM. hit rate 0.18% among 200,000. AID 861, 2007. Toll-like receptor 4 (Homo sapiens) + Myeloid differentiation primary response protein …; in the data active = inhibition above about 25%;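 also: 0% = vehicle and 100% = reference inhibitor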
FLuc act counter: FLuc activators, initial screening, artefact control for FLuc-dependent activation tests, biochemical, ATPlite luminescence; Luciferin 4-monooxygenase (Photinus pyralis), P08659; ATPlite luciferase biochemical, 10 min; 0 = ATP-free wells, 1 = DMSO control; activation factor at 10 µM; 200,000 tested, under 10 active;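 active = luciferase activation factor, scaled between plate controls, of at least 2 with compound at 10 µM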
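assay system = Luciferase/luciferin detection reagent, cell-free biochemical luciferase assay | also added = ATP substrate | times = 10 min post-reagent at room temperature | measured by = luminescence from luciferase reaction | measure = luciferase activation, seen as luminescence increase over controls | benchmarks = low control with PBS replacing ATP, high control enzyme plus ATP without compound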
STAT1 act: STAT1 signaling activators, primary screen, cell-based, HTS, luciferase reporter; activation (% of control), % at 5.5 µM; hit rate 2.6% among 200,000; AID 932, 2007; NIH 3T3 STAT1-luciferase reporter, IFN-gamma, luminescence; 100% = IFN-gamma alone, no compound;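 active = activation above the screen-wide mean activation plus 3 SD, cut at about 130% in these data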;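 also: raw ratio to IFN-gamma control signal so 100% means no change and 0% no light; values of inactives mirror those of a sister screen read the other way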
Active calls of the source: *; x = no result given.

SMILES	Diaph act CS	Diaph inh CS	APP transl inh	FLuc inh counter	NF-kB expr up	G6PDH counter	APP 5'UTR act	TLR4 MyD88 comp	FLuc act counter	STAT1 act
CC(C)NC(=O)C1CCN(C2CCN(Cc3nc(C(C)C)cs3)CC2)CC1	0.9	11	20	-1	1.3	15	-20	-4	1	97
c1ccc(-c2nnc(C(c3ccccc3)c3ccccc3)o2)cc1	0.9	12	-29	-8	0.97	7	29	5	1.1	100
c1ccc2c(c1)nnn1c3ccccc3nc21	0.9	12	-147	44	5.3*	3	147*	10	0.6	146*
N#C/C(C(=O)NCc1ccccc1)=C1\SC(CCO)C(=O)N1c1ccccc1 (stereo unspecified)	0.9	8	11	1	1.1	4	-11	-7	1	97
CCN(CC)CCN1C(=O)C(O)=C(C(C)=O)C1c1ccc(OC)c(OC)c1 (stereo unspecified)	0.9	6	-9	3	1.1	4	9	8	1	100
O=C(Nc1ccccc1F)c1ccc([N+](=O)[O-])s1	1	0	-13	4	3.5*	2	13	-2	1	98
CCC(C)n1cnc2c(=O)oc3ccccc3c21 (stereo unspecified)	0.9	8	88*	-1	1.1	6	-88	-14	1	92
S=c1[nH]nc(-c2ccccc2)n1/N=C/c1c[nH]c2ccccc12	0.9	7	6	-11	1.3	-16	-6	-1	1.1	105
N#CC1=C(S)N(c2ccccc2)C(c2ccc(-c3cc(Cl)ccc3Cl)o2)NC1=O (stereo unspecified)	0.8	22	10	-4	0.91	-3	-10	-9	1	102
O=c1[nH]c(=O)n(Cc2ccccc2)c2c1C(C(F)(F)F)(C(F)(F)F)N=C(c1ccco1)N2	0.9	7	16	-4	0.79	3	-16	-2	1	100
Cc1sc(NC(=O)/C=C/C(=O)O)c(C(N)=O)c1-c1ccc(C(C)(C)C)cc1	1	-1	-3	-5	1.2	1	3	14	1.1	108
Cc1ccc(NC(=O)CN(C)c2ccc(S(=O)(=O)N3CCCC3)cn2)cc1	0.9	5	0	-1	1.2	9	0	-7	1	100
Fc1ccc(CNc2nc(-c3ccccc3)nc3ccccc23)cc1	0.8	24	-26	-9	1.1	0	26	17	1.1	94
CC1(C)CC(NC(=O)c2coc(=O)c(Br)c2)CC(C)(C)N1	0.9	11	-9	-7	1.2	7	9	1	1.1	100
CCCNC(=O)CC(NS(=O)(=O)c1ccc(OC)cc1)c1ccco1 (stereo unspecified)	1.1	-10	2	-1	1.2	3	-1	3	1	98
CCCCC(=O)Nc1ccc(C(=O)NCC(=O)OC)cc1	0.9	7	-5	-6	1.3	14	5	-3	1.1	96
Cc1ccc(O)c(NC(=O)CCCC(=O)O)c1	0.9	6	-6	-8	1.1	4	6	-8	1.1	100
CC1=CC(C)C2(CO)COC(c3ccc(O)cc3)C1C2C (stereo unspecified)	0.9	6	6	-4	0.86	2	-6	-24	1	94
O=C(O)c1ccccc1CSc1ncn[nH]1	1	0	8	-8	0.99	11	-8	9	1.1	102
Cc1ccc(Oc2nnc(-c3ccc(C)cc3)c3ccccc23)cc1	0.9	11	-54	-3	1.3	-20	54	8	1	106
Cc1cccc(NC(=O)c2ccc(C(=O)Nc3cccc(C)c3)nc2)c1	1.1	-9	4	-1	0.8	-5	-4	-3	1	109
O=C(Oc1ccc(/C=N/Nc2nc(N3CCCCC3)nc(N3CCCCC3)n2)cc1)c1ccco1	x	x	-11	0	1.9	13	11	-8	1	95
COC(=O)c1ccc(C)c(NC(=O)C2COc3ccccc3O2)c1 (stereo unspecified)	0.8	15	-7	0	1.3	5	7	-8	1	108
COc1ccc(O[C@H]2C=C[C@@H](c3ccccc3)O[C@@H]2COC(=O)CC/C(C)=N/OC[C@@H](O)COCc2ccco2)cc1	0.7	30	-11	-3	0.74	8	11	-9	1	104
O=C1CC(N(CCc2ccccc2)C(=S)Nc2cc(Cl)ccc2Cl)C(=O)N1c1c(Cl)cccc1Cl (stereo unspecified)	0.9	8	-5	-4	0.83	1	5	-1	1	95
SMILES	Diaph act CS	Diaph inh CS	APP transl inh	FLuc inh counter	NF-kB expr up	G6PDH counter	APP 5'UTR act	TLR4 MyD88 comp	FLuc act counter	STAT1 act
CSc1nc(-c2ccco2)nn1C(=O)c1ccc(Cl)cc1	0.9	10	-5	-6	1.2	1	5	7	1.1	104
COc1ccccc1NC(=O)/C=C1\SCC(=O)N1C	0.9	6	9	11	1.5	9	-9	3	0.9	101
O=c1[nH]c2ccccc2nc1C(F)(F)C(F)F	0.8	22	-20	-6	0.97	-1	20	2	1.1	138*
O=C(CSc1nnc(NC(=O)c2ccc(S(=O)(=O)N3CCOCC3)cc2)s1)Nc1ccccc1C(F)(F)F	1	4	5	-6	0.8	9	-5	-7	1.1	101
CCOC(=O)c1c(C)[nH]c(C)c1C(=O)COC(=O)c1ccc(Cl)c(S(N)(=O)=O)c1	0.9	6	-14	-6	0.82	-2	14	-3	1.1	99
CCOc1ccc(NC(=O)CSc2ccc(-c3ccccn3)nn2)cc1	0.9	14	-16	5	0.86	-30	16	-2	1	92
CN(C)C(=S)c1ccc(N(C)C)cc1	0.9	14	-12	-1	0.98	13	12	-11	1	98
Cc1cc(C)c2cccc(N)c2n1	0.8	19	-16	-4	1.1	23	16	11	1	96
CCCN(C(=O)CSc1nc2c(cnn2-c2ccccc2)c(=O)[nH]1)C1CCS(=O)(=O)C1 (stereo unspecified)	0.6	39	7	-5	1.3	1	-7	-1	1	92
CCOc1ccccc1C(=O)NC(C)c1ccc2c(c1)OCO2 (stereo unspecified)	0.9	12	2	-3	0.81	16	x	-4	1	96
CC1=NN(C(=O)Cc2ccc([N+](=O)[O-])cc2)C(O)(c2ccccc2)C1 (stereo unspecified)	0.9	15	5	-8	1.1	4	-5	1	1.1	105
CCCCn1c(/C=C/c2ccco2)nc2ccccc21	0.9	7	-9	20	2	11	9	-3	0.8	94
CCN(CC)CCNC(=O)c1cn(-c2ccccc2)nc1-c1cccs1	0.9	10	9	-3	0.87	4	-9	4	1	101
Cc1ccc(NCc2ccccc2F)cc1	0.8	22	-7	-5	1.2	10	7	-16	1.1	98
FC(F)(F)c1cccc(Cc2noc(CN3CCSCC3)n2)c1	0.8	18	6	-7	1	12	-6	-4	1.1	101
COc1ccccc1CNC(=O)C(C)c1ccc([N+](=O)[O-])cc1 (stereo unspecified)	0.9	7	-1	-4	1.1	11	1	6	1	95
CCc1nc(NCC2CCCO2)c(C#N)c2c1COC(C)(C)C2 (stereo unspecified)	1	-2	-1	0	1.3	8	1	2	1	94
CC1=C(C(=O)OCC2CCCO2)C(c2coc3ccc(Cl)cc3c2=O)C2=C(CCCC2=O)N1 (stereo unspecified)	0.9	10	-1	-7	0.62	5	1	-1	1.1	93
CN(C(=O)c1cc2n(n1)C(C(F)(F)F)CC(c1ccco1)N2)c1ccc(OC(F)(F)F)cc1 (stereo unspecified)	1.1	-8	17	1	1.2	-4	-17	3	1	97
O=C(NCCN1CCOCC1)c1ccc(N2CCCC2)c([N+](=O)[O-])c1	1.1	-6	-17	1	1.1	3	17	1	1	101
CCC(c1nnnn1CCOC)N(Cc1cc2c(C)cc(C)cc2[nH]c1=O)CC1CCCO1 (stereo unspecified)	0.9	14	-8	-6	1.2	4	8	1	1.1	105
Cc1ccc(C)c(N2CCN(C(=O)c3cn(C)c4ccc(S(=O)(=O)N(C)C)cc4c3=O)CC2)c1	1.1	-5	-3	-8	1.9	10	3	-4	1.1	106
CC(=O)Nc1ccc(/C=C(\C#N)C(=O)NC2CCCCC2)cc1	0.8	16	-5	-6	1.1	8	5	-9	1.1	97
CCOc1ccccc1NC(=O)N1CCC(NC(=O)c2ccccc2C)CC1	0.8	15	3	-14	0.92	7	-3	5	1.1	104
Cc1cc(C)n2nc(SCC(=O)N3CCc4ccccc43)nc2n1	1	1	-6	2	1.4	13	6	2	1	108
SMILES	Diaph act CS	Diaph inh CS	APP transl inh	FLuc inh counter	NF-kB expr up	G6PDH counter	APP 5'UTR act	TLR4 MyD88 comp	FLuc act counter	STAT1 act
O=C(O)CCCNS(=O)(=O)c1ccccc1	1.1	-8	-13	-8	1	1	13	4	1.1	93
CNC(=O)c1[nH]cnc1C(=O)N[C@@H](CCCCNC(=O)OC(C)(C)C)C(=O)OC(C)(C)C	0.9	6	-3	-2	0.96	4	3	-7	1	98
CON1C(=O)C(=O)N(OC)C(C)(C)C1C (stereo unspecified)	0.9	12	-13	-10	1.1	6	13	1	1.1	103
C#CCNC(=O)C1=C[C@H](C(C)(C)C)C[C@H](OCc2ccc(CO)cc2)O1	1	-5	4	-3	1.1	11	-4	0	1	81
O=C(O)CCCC(=O)Nc1ccc(Br)cc1C(=O)O	0.9	13	1	2	0.97	11	-1	-4	1	90
COC1=CCC2([N+](=O)[O-])CN(CC(=O)O)CC1([N+](=O)[O-])C2 (stereo unspecified)	0.8	24	-16	-4	1.3	-4	16	2	1	106
Nc1ccc(C(=O)n2c3ccccc3c3ccccc32)cc1	0.8	22	94*	1	0.84	9	-94	10	1	97
CC(=O)Nc1ccc(S(=O)(=O)N2CCN(Cc3ccccn3)CC2)cc1	0.8	19	9	0	0.93	-1	-9	6	1	98

Some values from the entries so far:
Under APP 5'UTR act, CC(=O)Nc1ccc(S(=O)(=O)N2CCN(Cc3ccccn3)CC2)cc1 is entered as -9
Under G6PDH counter, O=C(O)CCCNS(=O)(=O)c1ccccc1 is entered as 1
Under TLR4 MyD88 comp, CNC(=O)c1[nH]cnc1C(=O)N[C@@H](CCCCNC(=O)OC(C)(C)C)C(=O)OC(C)(C)C is entered as -7
Under APP 5'UTR act, COC1=CCC2([N+](=O)[O-])CN(CC(=O)O)CC1([N+](=O)[O-])C2 (stereo unspecified) is entered as 16
Under APP transl inh, CON1C(=O)C(=O)N(OC)C(C)(C)C1C (stereo unspecified) is entered as -13

Retrieved by structure from above, three records:
SMILES	Diaph act CS	Diaph inh CS	APP transl inh	FLuc inh counter	NF-kB expr up	G6PDH counter	APP 5'UTR act	TLR4 MyD88 comp	FLuc act counter	STAT1 act
CCOc1ccccc1NC(=O)N1CCC(NC(=O)c2ccccc2C)CC1	0.8	15	3	-14	0.92	7	-3	5	1.1	104
Cc1cc(C)c2cccc(N)c2n1	0.8	19	-16	-4	1.1	23	16	11	1	96
CC1=NN(C(=O)Cc2ccc([N+](=O)[O-])cc2)C(O)(c2ccccc2)C1 (stereo unspecified)	0.9	15	5	-8	1.1	4	-5	1	1.1	105
